Source: PubChem BioAssay (Sanford-Burnham Center for Chemical Genomics)
AID2073: inhibitors of Mint1-CaV2.2 protein interaction, biochemical, HTRF (AID 2073) | Voltage-dependent N-type calcium channel subunit alpha-1B (Homo sapiens) | HTRF protein-protein interaction, Mint1-CaV2.2; higher % means a stronger effect | inhibition, % at 20 µM, or IC50 in µM where a hit was titrated | 0.19% of 290,000 active; in the data active = inhibition mostly above about 51%, no sharp cut-off; note: some results filed as inactive read as strong as hits
HIV fusion peptide: inhibitors of HIV fusion peptide binding, primary screen, biochemical, uHTS, fluorescence dequenching (AID 1986) | cell-free peptide binding, fluorescence dequenching, 30 min; higher % means a stronger effect | inhibition, % at 20 µM, or IC50 in µM where a hit was titrated | 0.3% of 290,000 active; in the data active = inhibition mostly above about 52%, no sharp cut-off; inactive = mostly below about 76%; note: some results filed as inactive read as strong as hits
* hit, by the source's call. An excerpt; count on the stated rates, not on these rows.

SMILES	AID2073	HIV fusion peptide
Cc1ccc(CN2CCC(CNC(=O)C3CCCN(c4ncnc5c4nc4n5CCCCC4)C3)CC2)cc1 (centres undefined)	7%	-0.5%
CC(=O)Nc1ccc(NC(=O)COc2cc(O)c3c(c2)OC(C)(C)CC3=O)cc1	0%	-0.5%
Cc1sc2ncn(CC(=O)NCC(=O)N3CCN(c4ccccc4F)CC3)c(=O)c2c1C	0%	1.6%
COc1ccc(CN2CCNC(=O)C2CC(=O)NC2CCCCC2)c(OC)c1 (centres undefined)	-7%	0.4%
CCCN(CC(=O)Nc1ccccc1OC)C(=O)c1ccc(=O)[nH]c1	16%	1.2%
O=C(NCc1cc(C(F)(F)F)ccc1F)C1CCC(=O)N(C2CC2)C1 (centres undefined)	0%	1.1%
COc1ccc(/C=C2\SC(=S)N(CC(=O)N(C)C3CCS(=O)(=O)C3)C2=O)cc1 (centres undefined)	1%	-0.7%
O=C(Nc1ccc2c(c1)OCO2)c1cc(-c2ccccc2Cl)on1	4%	-1.4%
NC(=O)c1c(NC(=O)c2ccccc2F)sc2c1CCCC2	9%	-0.3%
CN(C)CCCn1c(SCc2ccc(Cl)cc2)nnc1-c1ccncc1	0%	-0.3%
O=C(NCCN1CCCC1=O)C1CCC(=O)N(CCc2ccc(Cl)cc2)C1 (centres undefined)	10%	-0.3%
CC1CN(C(=O)/C=C/c2ccccc2Cl)CC(C)O1 (centres undefined)	-2%	0.2%
CC(Sc1ccccc1)C(=O)N1CCN(S(=O)(=O)c2cccc(Br)c2)CC1 (centres undefined)	-4%	-0.4%
CCCCn1c(N)c(N(CCOC)C(=O)CSCc2c(C)noc2C)c(=O)[nH]c1=O	3%	-1.7%
CC(=O)Nc1ccc(S(=O)(=O)NNC(=O)c2ccc([N+](=O)[O-])cc2)cc1	-4%	-3.0%
Cc1cc(Cl)ccc1NC(=S)N1CCN(C(=O)c2ccco2)CC1	-26%	-0.3%
Cc1cc(C)c(NC(=O)c2cccs2)c(C)c1NC(=O)c1cccs1	28%	-0.5%
O=C(NCc1cccs1)C1CCCN(C(=O)Nc2ccccc2)C1 (centres undefined)	13%	0.8%
COc1ccc(C)cc1S(=O)(=O)N1CCN(C(=O)c2ncoc2-c2cccc(C)c2)CC1	-3%	-1.3%
COc1cccc(C(C)NC(=S)NCc2ccc(F)cc2)c1 (centres undefined)	5%	-1.8%
COc1cc2c(cc1OC)C(C)N(C(=O)Nc1cc(C)cc(C)c1)CC2 (centres undefined)	14%	-0.1%
CC(C)(C)NC(=O)c1ccc(COc2ccc(Cl)cc2Cl)o1	16%	1.1%
CCOc1c([N+](=O)[O-])cc2c(C)c(C(=O)N3CCN(C)CC3)oc2c1OCC	13%	-1.3%
Cc1ccc(NC(=O)NNC(=O)C2CC(c3cccs3)=NO2)cc1 (centres undefined)	4%	2.1%
CCCC(=O)N(c1ccc2oc(C)c(C(C)=O)c2c1)S(=O)(=O)c1ccc(C(=O)O)cc1	6%	10%

(listing goes on)
SMILES	AID2073	HIV fusion peptide
COc1ccc(CNCc2cccc3ccccc23)cc1	-4%	3.1%
O=C(Nc1ccc2c(c1)OCO2)C1CC(=O)N(c2ccccc2)C1 (centres undefined)	-2%	-0.7%
CC(C)(C)N(Cc1ccccc1)C(=O)COC(=O)CN1C(=O)NC2(CCCC2)C1=O	-4%	-0.5%
CNC(=O)CSc1nnc(-c2ccco2)n1-c1ccccc1	14%	1.3%
O=C(O)c1ccc(Cl)c(S(=O)(=O)Nc2ccccc2Cc2ccccc2)c1	-1%	15%
CCOC(=O)c1c(C)c2c(=O)[nH]cnc2n1-c1ccccc1	3%	1.2%
O=C(c1cc(-c2ccc(Br)cc2)on1)N1CCCCCC1	2%	3.5%
Cc1ccc(N(CC(=O)N2CCCC2)S(C)(=O)=O)c(C)c1	6%	0.7%
COC(=O)C1=CN(c2ccc(F)cc2)C=C(C(=O)OC)C1c1ccc([N+](=O)[O-])cc1	-10%	-2.4%
CC(C)C(=O)Nc1c(-c2cccc(Cl)c2)c(=O)c2ccccc2n1C	18%	-1.9%
O=C(NCCN1CCOCC1)c1ccc(Cl)c(Cl)c1	7%	1.8%
CC(=O)C1=C(O)C(=O)N(c2ccccn2)C1c1ccccc1[N+](=O)[O-] (centres undefined)	2%	-1.9%
Cc1cc(C)cc(NC(=O)Nc2ccc(NC(=O)c3ccccc3O)cc2)c1	16%	-1.6%
Cc1cccc(NC(=O)COc2ccccc2C(=O)NC(C)c2ccccc2)c1 (centres undefined)	0%	1.4%
CC(NC(=O)[C@H](C)N1C(=O)N2CCc3c([nH]c4ccccc34)[C@@]2(C)C1=O)c1ccccc1 (some centres undefined)	4%	1.0%
CC1=N/C(=C/c2cc(Br)cc(Br)c2O)C(=O)O1	15%	2.3%
COC(=O)c1ccc(Cl)c(NC(=O)CSc2nnc(-c3ccncc3)o2)c1	5%	0.1%
COC(=O)[C@H](Cc1c[nH]c2ccccc12)NC(=O)CCCc1c[nH]c2ccccc12	13%	-1.5%
CCCN1C2CCCC1CC(NC(=O)c1cccc(Cl)c1)C2 (centres undefined)	-2%	1.4%
CCCc1cc(C(=O)Nc2cccc([N+](=O)[O-])c2)cs1	-9%	-0.1%
CC(OC(=O)c1cc(S(=O)(=O)N(C)C)ccc1N1CCCC1)C(=O)NCc1ccccc1 (centres undefined)	20%	-1.5%
CCOC(=O)N1CCN(CC(O)COc2ccccc2[N+](=O)[O-])CC1 (centres undefined)	9%	-0.7%
CC1CC(C)CN(C(=O)CSc2nnc(-c3ccco3)o2)C1 (centres undefined)	0%	-0.1%
COc1ccc(CCNC(=O)c2ccc(COc3ccccc3OC)o2)cc1	-3%	-0.8%
Cc1ccc(NC(=O)N2CCc3ccccc3C2)c(C)c1	4%	0.3%

17 entries already listed, arranged by length of the SMILES, descending:
SMILES	AID2073	HIV fusion peptide
CC(NC(=O)[C@H](C)N1C(=O)N2CCc3c([nH]c4ccccc34)[C@@]2(C)C1=O)c1ccccc1 (some centres undefined)	4%	1.0%
COC(=O)C1=CN(c2ccc(F)cc2)C=C(C(=O)OC)C1c1ccc([N+](=O)[O-])cc1	-10%	-2.4%
CC(OC(=O)c1cc(S(=O)(=O)N(C)C)ccc1N1CCCC1)C(=O)NCc1ccccc1 (centres undefined)	20%	-1.5%
CC(C)(C)N(Cc1ccccc1)C(=O)COC(=O)CN1C(=O)NC2(CCCC2)C1=O	-4%	-0.5%
CC(=O)C1=C(O)C(=O)N(c2ccccn2)C1c1ccccc1[N+](=O)[O-] (centres undefined)	2%	-1.9%
O=C(O)c1ccc(Cl)c(S(=O)(=O)Nc2ccccc2Cc2ccccc2)c1	-1%	15%
Cc1cc(C)cc(NC(=O)Nc2ccc(NC(=O)c3ccccc3O)cc2)c1	16%	-1.6%
CCOC(=O)N1CCN(CC(O)COc2ccccc2[N+](=O)[O-])CC1 (centres undefined)	9%	-0.7%
O=C(Nc1ccc2c(c1)OCO2)C1CC(=O)N(c2ccccc2)C1 (centres undefined)	-2%	-0.7%
COc1ccc(CCNC(=O)c2ccc(COc3ccccc3OC)o2)cc1	-3%	-0.8%
CCCc1cc(C(=O)Nc2cccc([N+](=O)[O-])c2)cs1	-9%	-0.1%
CC1CC(C)CN(C(=O)CSc2nnc(-c3ccco3)o2)C1 (centres undefined)	0%	-0.1%
CC1=N/C(=C/c2cc(Br)cc(Br)c2O)C(=O)O1	15%	2.3%
CNC(=O)CSc1nnc(-c2ccco2)n1-c1ccccc1	14%	1.3%
Cc1ccc(NC(=O)N2CCc3ccccc3C2)c(C)c1	4%	0.3%
O=C(NCCN1CCOCC1)c1ccc(Cl)c(Cl)c1	7%	1.8%
COc1ccc(CNCc2cccc3ccccc23)cc1	-4%	3.1%

(further entries)
SMILES	AID2073	HIV fusion peptide
O=C(Nc1ccc2c(c1)OCCO2)c1ccc(Br)cc1	0%	14%
COc1ccc(Nc2nc(C)nc3c2nnn3Cc2ccccc2Cl)c(OC)c1	17%	1.5%
CCOc1ccc(N2CC(C(=O)Nc3nnc(Cc4ccc(OC)c(OC)c4)s3)CC2=O)cc1 (centres undefined)	3%	0.1%
CCC(C)[C@H](NC(=O)[C@@H]1CSC2c3ccccc3C(=O)N21)C(=O)NCC1CCCO1 (some centres undefined)	0%	0.7%
COc1cccc(CNC(=O)c2nnn(CC(=O)Nc3cc(Cl)ccc3C)c2N)c1	14%	5.6%
CCOc1ccc(N(CC(=O)Nc2ccc(C)c(Cl)c2)S(C)(=O)=O)cc1	2%	2.3%
CCCc1cc(=O)oc2c3c(c(Cl)cc12)OCN(CCCO)C3	31%	14%
O=C(Nc1cccc([N+](=O)[O-])c1)c1cc(S(=O)(=O)Nc2ccccn2)ccc1Cl	-4%	-0.3%
COCCCNC(=S)N(CCN(C)C)Cc1cc2cc3c(cc2[nH]c1=O)OCCO3	-9%	-0.2%
COc1ccccc1NC(=O)CNC(=O)Cn1cnc2sc(C)c(C)c2c1=O	-2%	1.2%
CC1CCCN(C2(O)C(=O)Nc3ccc(Br)cc32)C1 (centres undefined)	4%	-2.4%
CCN1C(=O)c2ccccc2S(=O)(=O)c2ccc(C(=O)NCCCN(CC(C)C)CC(C)C)cc21	7%	-1.8%
CCOc1ccc(OCCn2c(=S)[nH]c3ccccc32)cc1	-5%	-1.1%
CCOc1ccc(/C=N/NC(=O)CCC(=O)Nc2ccc(F)cc2)cc1	5%	-1.2%
CC1CC(NC(=O)c2cc3c(=O)n4ccccc4nc3n2C)CC(C)(C)C1 (centres undefined)	33%	0.6%
Cc1cc2oc(=O)cc(CN(C)Cc3cccc(F)c3)c2cc1C	10%	-0.1%
Cc1ccc(NC(=O)CCC(=O)c2ccc(Br)cc2)cc1	11%	-0.1%
O=C1CCCN1CCCNS(=O)(=O)c1ccc(F)c(F)c1	-3%	1.3%
CCOC(=O)N1CCN(Cc2nc3ccc([N+](=O)[O-])cc3c(=O)n2-c2ccccc2F)CC1	1%	-2.7%
CCOC(=O)Nc1ccc2c(c1)nc1n2CCN(CCOC)C1	6%	0.6%
Cc1cc2oc(C(=O)Nc3nonc3C)c(C)c2cc1Cl	12%	0.0%
Cc1ccc2c(c1)N(CC(=O)N1CCCCCC1)C(=O)C(C)O2 (centres undefined)	8%	-1.1%
CCOC(CNC(=O)C1CCN(S(=O)(=O)c2ccc3nc4c(c(C(=O)O)c3c2)CCCCC4)CC1)OCC	-3%	3.3%
Cc1cc2oc(C(=O)N3CCN(CCc4ccccn4)CC3)c(C)c2cc1C	24%	-1.5%
O=C(Nc1nnc(C2=COCCO2)o1)c1ccc(F)cc1	15%	0.8%

(next part)
SMILES	AID2073	HIV fusion peptide
CCN(CC)P(=O)(Nc1ccc(Br)cc1)c1c(C)nn(CCC#N)c1NC(=O)c1ccc(Cl)cc1 (centres undefined)	8%	-0.2%
Cc1ccc(OCc2cc(C(=O)N3CCN(CC(=O)NC(C)C)CC3)no2)cn1	14%	1.4%
COc1ccc(S(=O)(=O)CCC(=O)N2CCN(c3cccc(Cl)c3)CC2)cc1	-5%	-1.7%
CCOc1ccc(NC(=O)CC2C(=O)N(c3ccc(OC)c(Cl)c3)C(=S)N2C2CC2)cc1 (centres undefined)	8%	1.1%
COCCn1c(SCC(=O)Nc2ccccc2OC)nnc1-c1ccco1	10%	0.7%
O=C(CCN1C(=O)COc2ccccc21)NCCCN1CCCC1	-5%	-0.1%
CCN(CC)c1ccc(/C=N/NC(=O)CNC(=O)c2ccc3c(c2)OCCO3)cc1	-2%	-2.5%
Cc1ccc(C)c(CN2C(=O)c3ccccc3S(=O)c3ccc(C(=O)NCCCN4CCCC4)cc32)c1 (centres undefined)	11%	-2.0%
Clc1ccc(OCCN2CCOCC2)cc1	-4%	0.1%
CC1CCc2sc(C(=O)NC(C)C3CCCO3)cc2C1 (centres undefined)	14%	-1.8%
COc1ccc(S(=O)(=O)N2CCN(C)CC2)c(C)c1	1%	-0.6%
NC(=O)CC(NC(=O)c1ccccc1)c1ccc(N2CCN(c3ccccc3)CC2)c([N+](=O)[O-])c1 (centres undefined)	9%	1.2%
Cc1nnc(N/N=C/c2ccccc2C(F)(F)F)n1N	1%	-0.1%
Cc1ccc(S(=O)(=O)N2CCCCC2)cc1C(=O)Nc1ccccn1	3%	-0.7%
CCOc1ccccc1N(C(=O)c1snc(C(N)=O)c1N)C(C(=O)NC1CCCC1)c1cccs1 (centres undefined)	5%	-0.4%
CCN1C(=NCCCCO)N[C@@H](c2cccc(C(F)(F)F)c2)C(C(=O)OC)=C1C	8%	0.8%
COc1ccccc1-c1cc(C(=O)N2CCOCC2)no1	5%	1.0%
CCCC(=O)C1=C(N(C)c2ccccc2)CC(C)(C)CC1=O	12%	2.3%
O=C(Nc1ccc(Br)cc1)C1CC(O)CN1C(=O)Oc1ccccc1 (centres undefined)	4%	-1.8%
COc1ccc(CC(=S)NCCc2ccccc2)cc1	12%	-1.1%
CC1CCN(Cc2c(C(=O)N/N=C/c3ccc(C(F)(F)F)cc3)nnn2-c2nonc2N)CC1	-2%	-1.9%
COC1CCCN(C(=O)c2ccc(OC3CCN(S(=O)(=O)N(C)C)CC3)cc2)C1 (centres undefined)	-4%	0.6%
O=C(c1ccc([N+](=O)[O-])s1)N1CCN(c2ccc(C(F)(F)F)cn2)CC1	-16%	-1.2%
Cc1ccc(OCC(=O)N2CCc3ccccc3C2)c(C)c1	-7%	0.8%
Cc1oc2cc3oc(=O)c(CC(=O)N[C@H](C(=O)N[C@@H](C(=O)O)c4ccccc4)C(C)C)c(C)c3cc2c1C	23%	2.6%
COc1ccc(CC(=O)Nc2ccc(S(=O)(=O)Nc3cc(OC)nc(OC)n3)cc2)cc1	3%	12%
CCOCCCNC(=O)Cn1cnc2c(cnn2-c2ccc(C)c(C)c2)c1=O	9%	0.7%
C=CCn1c(SCC(=O)NCC2CCCO2)nc2c([nH]c3ccccc32)c1=O (centres undefined)	4%	0.7%
